# Assay outcomes deposited in PubChem BioAssay by several laboratories.
# EP2 antag: inhibitors of human EP2 prostaglandin E2 receptor | P43116 | C6 glioma cells expressing human EP2, cAMP TR-FRET; cells stimulated with saturating PGE2 | inhibition, % at 25 µM | hit rate 0.52% among 260,000 | AID 1422;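 active = percent inhibition above 40 after rounding to a whole number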;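 also: rat C6 glioma host cells with rolipram phosphodiesterase inhibitor present; the protocol text gives 20 µM as final concentration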
# Target sequence (P43116 whole entry, looked up): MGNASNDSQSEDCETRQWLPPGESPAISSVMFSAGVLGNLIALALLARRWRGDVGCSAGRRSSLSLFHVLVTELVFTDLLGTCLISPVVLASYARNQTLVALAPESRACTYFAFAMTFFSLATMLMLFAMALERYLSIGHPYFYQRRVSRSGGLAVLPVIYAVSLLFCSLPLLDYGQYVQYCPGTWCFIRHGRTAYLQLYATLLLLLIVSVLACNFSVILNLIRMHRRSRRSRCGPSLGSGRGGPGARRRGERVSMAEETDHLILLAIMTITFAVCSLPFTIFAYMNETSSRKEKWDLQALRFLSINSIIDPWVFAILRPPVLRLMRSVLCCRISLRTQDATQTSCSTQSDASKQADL
# EP2 mod: EP2 receptor (human) modulation | hit rate 0.83% among 260,000 | P43116 | induction, % at 25 µM | AID 940 | EP2-expressing cells, cAMP HTRF FRET, PGE2 co-stimulation;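 active = compounds whose cAMP rise, as percent of the full-agonist control response, exceeds 60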;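 also: rat C6 glioma line stably carrying human EP2 under a CMV promoter; the protocol text gives 20 µM as final concentration; 100% = response of wells given 1 µM PGE2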
# L929 necroptosis: L929 zVAD cell death inhibition. L929 zVAD necroptosis rescue, ATP luminescence, 24 h; with zVAD 60 µM. viability rescue, % at 10 µM. hit rate 0.38% among 220,000. AID 1377;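 active = activation, scaled between plate controls, above about 75%, limit read from the data; inactive = activation under that limit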;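 also: 0% = zVAD with DMSO and 100% = DMSO alone without zVAD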
# Hck-Nef inh: human Hck-Nef kinase inhibition | Recombinant Hck-YEEI plus Nef, Z-Lyte FRET kinase assay | hit rate 0.68% among 220,000 | inhibition, % at 20 µM | P08631 | AID 463187;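 active = Hck-Nef kinase inhibition above about 50%, limit read from the data; inactive = inhibition below that limit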;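 also: 0% = DMSO with Hck plus Nef and 100% = Hck alone without Nef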
# PERK inhibitor: human PERK inhibition, primary cell-based screen | hit rate 0.17% among 220,000 | Q9NZJ5 | AID 1416 | inhibition, % at 5.6 µM | CHO PERK-DD fusion, SEAP luminescence translation reporter;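 active = inhibition above the mean inhibition of all tested compounds plus 3 SD, set separately per screening campaign, cut at about 2.9% in these data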;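 also: PERK kinase domain activated by AP20187 dimerizer at 100 nM; 0% = DMSO with dimerizer and 100% = rapamycin at 8.4 µM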
# Runt-CBFb FRET: inhibitors of human RUNX1 Runt domain binding to CBFb; Cerulean-Runt/Venus-CBFb FRET ratio 530/480, 1 h; AID 1496; Q01196+Q13951; inhibition, % at 20 µM; hit rate 0.46% among 220,000;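 active = inhibition over about 50% at 20 µM in the single-dose screen, limit read from the data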;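 also: 0% = DMSO wells and 100% = excess unlabeled CBFb competitor control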
# Target sequence (Q01196 whole entry, looked up, the tested form may be a part): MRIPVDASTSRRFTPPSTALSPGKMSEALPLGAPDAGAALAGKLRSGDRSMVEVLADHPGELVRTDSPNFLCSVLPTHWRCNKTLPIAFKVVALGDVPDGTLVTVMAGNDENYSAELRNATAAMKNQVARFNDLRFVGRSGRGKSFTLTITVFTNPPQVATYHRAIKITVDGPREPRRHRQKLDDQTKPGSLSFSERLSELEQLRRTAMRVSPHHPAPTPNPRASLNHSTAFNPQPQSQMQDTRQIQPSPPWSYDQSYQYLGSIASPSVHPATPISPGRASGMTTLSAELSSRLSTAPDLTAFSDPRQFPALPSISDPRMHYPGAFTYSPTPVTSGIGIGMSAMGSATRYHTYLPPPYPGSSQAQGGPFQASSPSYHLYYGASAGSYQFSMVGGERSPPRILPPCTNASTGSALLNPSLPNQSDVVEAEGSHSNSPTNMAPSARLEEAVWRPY
# Target sequence (Q13951 whole entry, looked up, the tested form may be a part): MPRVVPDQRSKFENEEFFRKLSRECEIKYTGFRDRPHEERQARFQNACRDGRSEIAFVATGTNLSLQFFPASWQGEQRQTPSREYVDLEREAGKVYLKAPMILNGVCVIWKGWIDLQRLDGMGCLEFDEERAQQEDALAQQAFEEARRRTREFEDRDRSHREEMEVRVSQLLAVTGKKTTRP
#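 System: Cerulean-labeled Runt domain protein | Quantity: 100 nM of each labeled protein | Schedule: 1 h compound exposure, room temperature | Detection: Fluorescence energy transfer, 422 nm excitation, 530/480 nm emission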
# TNF necrop inh: inhibitors of TNF-alpha induced necroptosis in Jurkat FADD-/- cells | Jurkat FADD-/- TNF necroptosis rescue, ATP luminescence, 24 h; 0 = TNF only, 100 = no-TNF cells | hit rate 0.068% among 220,000 | AID 463075 | activation (protection from cell death), % at 10 µM;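 active = activation, meaning protection from cell death, of at least 50% relative to plate controls; inactive = activation below 50%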;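 also: necroptosis triggered by 40 ng/mL TNF-alpha added together with compound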
# RBBP9 inhibitor: human RBBP9 hydrolase inhibition | hit rate 0.2% among 220,000 | recombinant RBBP9, FP-Rh probe fluorescence polarization | O75884 | inhibition, % at 7.94 µM;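 active = inhibition above the campaign mean of all tested compounds plus 3 SD, cut at about 14% in these data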;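 also: plate controls were DMSO wells with RBBP9 for no effect and wells lacking RBBP9 protein for full effect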
#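 System: RBBP9 protein / Buffer or medium: Tris/NaCl buffer pH 8.0 with 0.1% Pluronic / Probe or stimulus: Serine-hydrolase probe FP-Rh, 375 nM pre-mixing / Dosing: 7.94 µM single dose, 0.794% DMSO / Times: enzyme-compound preincubation 30 min, then probe labeling 45 min, 25 °C / Technique: fluorescence polarization (mP), excitation 525 nm, emission 598 nm / Replication: singlicate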
# Runt-SMMHC FRET: blocks binding of human RUNX1 Runt domain to CBFb-SMMHC; Q01196+Q13951; Cerulean-Runt/Venus-CBFb-SMMHC FRET ratio 530/480, 1 h; hit rate 0.74% among 220,000; inhibition, % at 20 µM;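 active = mean inhibition across duplicate retests at 20 µM reaching about 50%, limit read from the data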;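 also: 0% = DMSO wells and 100% = wells with excess untagged CBFb-SMMHC; inhibitors lower the FRET ratio by blocking Runt binding to CBFb-SMMHC; some results filed as inactive read as strong as hits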
# * = called active by the depositor; nt = not tested or not shown; & = joins results of further samples. A portion of the library; the hit share may differ from the screen's.
smiles	EP2 antag	EP2 mod	L929 necroptosis	Hck-Nef inh	PERK inhibitor	Runt-CBFb FRET	TNF necrop inh	RBBP9 inhibitor	Runt-SMMHC FRET
CCOC(Cn1c(SCc2cc(C(C)=O)ccc2OC)nc2ccccc2c1=O)OCC	30	19	-0.1	5	0.6	-4	-0.2	4	-7
CC(C)(C)NC(=O)NC(=O)COc1ccccc1C#N	8	-6	0.4	0	-1.2	-1	1.4	-19	0
Nc1nc2ccccc2n1C(=O)c1ccc(F)cc1	9	-38	0.0	21	0.1	-1	1.9	-6	2
CCCC1(C(=O)O)NC(c2ccccc2O)C2C(=O)N(c3cccc(Cl)c3)C(=O)C21 (stereo unspecified)	14	8	1.2	5	nt	2	0.9	nt	-1
COc1cc(-c2[nH]ncc2CN2CCCC2c2nonc2C)cc(OC)c1OC (stereo unspecified)	6	15	2.4	13	-0.3	2	0.5	-6	-1
O=C1Nc2ccccc2C12OCCCO2	8	16	0.0	3	1.6	-2	-3.8	-8	1
CCOC(=O)c1c(C)noc1CP(=O)(c1ccccc1)c1ccccc1	18	19	-0.2	1	-0.5	-2	-1.8	-8	9
Cc1ccc(NC(=S)/C(=C(\[O-])c2ccc(Cl)s2)[n+]2cccc(CO)c2)cc1C	5	-82	2.5	29	-0.1	6	-2.0	-3	-5
CC1CCN(CC(=O)Nc2cccc(Cl)c2)CC1	10	-41	4.6	-6	1.3	-4	1.5	-8	1
CCOC(=O)CSc1nnc(CNC(=O)c2ccc(S(=O)(=O)N3CCCCC3)cc2)n1C	4	-8	0.0	0	1.0	0	-0.1	0	2
COc1cccc(-n2c(SCC(=O)Nc3cc(C)on3)nc3c([nH]c4ccccc43)c2=O)c1	15	-7	-0.5	30	-0.6	2	-1.0	-3	2
C=CCn1c(SCC(=O)c2c(C)[nH]c3ccccc23)nnc1-c1ccncc1	14	-13	-1.2	-12	0.5	0	0.0	-8	2
CCn1c(SCC(=O)N2CCCc3ccccc32)nc2c1c(=O)n(C)c(=O)n2C	4&9	9&2	-0.4	0	-2.2	0	-5.8	-8	5
Cc1cc(O)c(C(C[N+](=O)[O-])c2ccc(Cl)cc2Cl)c(=O)o1 (stereo unspecified)	5	3	1.1	1	0.5	-1	3.3	-1	-1
COc1cccc(OCCOc2ccccc2OC(C)C)c1	9	15	-0.8	-2	0.0	2	0.6	-1	-4
C=CCn1nnnc1-c1cccc(Cl)c1	3	-18	1.5	24	1.1	-3	-0.8	1	1
COc1ccc(-c2c(N)n[nH]c2C)cc1OC	5	-1	1.9	21	0.4	0	0.3	-1	-2
COc1ccc(C(c2nnnn2Cc2ccccc2)N2CCN(C(=O)c3ccco3)CC2)cc1OC (stereo unspecified)	13	4	-0.6	1	-1.1	-4	-1.5	-5	1
CCN(C(=O)COC(=O)c1cc(-c2ccccc2)nc2ccc(Br)cc12)C1CCS(=O)(=O)C1 (stereo unspecified)	28	52	2.0	-17	-0.5	-5	0.5	-6	-4
Cc1cccc(N=Nc2c(C)c(C#N)c(O)[nH]c2=O)c1	2	7	51	16	0.2	-46	-2.0	-4	-54
CCC(C)NCCOCCOc1cc(C)c(Cl)c(C)c1 (stereo unspecified)	4	-24	0.6	-20	-0.8	-1	4.8	-13	1
Cc1occc1C(=O)N/N=C/c1cccs1	5	-16	-0.1	3	1.2	-2	-4.2	11	-5
COc1cc(NC(=O)COC(=O)c2ccc(S(=O)(=O)N3CC(C)CC(C)C3)cc2)c(C)cc1[N+](=O)[O-] (stereo unspecified)	9	11	0.4	8	0.3	0	0.7	-8	2
CSc1ncccc1C(=O)OCC(=O)c1cccs1	1	-29	-2.0	10	1.3	0	0.7	-1	1
NS(=O)(=O)c1ccc(NC(=O)c2ccc(CNS(=O)(=O)c3cc(C(F)(F)F)ccc3Cl)cc2)cc1	4	-25	0.1	15	1.9	-2	2.5	-4	-8
COCc1cc(=O)n2[nH]c(-c3cccs3)cc2n1	7	12	0.8	-5	1.1	21	-1.6	-3	5
CC1Cc2nc(SCC(=O)N3CCCc4ccccc43)n(C)c(=O)c2S1 (stereo unspecified)	7	24	-1.1	25	-0.2	nt	-3.9	-4	-1
NC(=O)CSc1nnc(-c2ccc(S(=O)(=O)N3CCCC3)cc2)n1Cc1ccco1	6	4	-0.2	0	-0.8	9	-0.1	-10	4
CCOC(=O)/C=C1\SCC(=O)N1CC(=O)NC(C)C	nt	17	0.6	2	-0.6	3	-1.4	-5	-4
N#Cc1ccc(C(=O)Nc2cc(S(=O)(=O)Nc3ccc(Cl)cc3)ccc2N2CCCCC2)cc1	7	40	1.6	7	0.0	11	2.6	-7	-3
COC(=O)c1c(-c2c(Cl)cccc2Cl)noc1NC(=O)N(C)C	20	-4	-0.7	-1	1.4	0	2.0	6	-3
CCC(C)C(NC(N)=O)C(=O)Nc1ccc(OCc2ccccc2)cc1 (stereo unspecified)	9	-15	1.6	8	0.0	0	2.5	-9	3
C=CCNC(=S)NNC(=O)c1cccn(Cc2cccc(Cl)c2)c1=O	2	4	0.8	-1	-1.8	-3	-1.7	-6	2
O=C(CSc1nnc(NC(=O)C2CCC2)s1)NC1CC1	9	2	0.0	1	0.5	-1	-2.0	-8	2
COc1ccc(Br)cc1CNC(=O)CCc1nc(-c2ccccc2F)no1	12	1	0.3	-1	-0.8	-2	-1.5	-11	-3
N#C/C(=C/c1ccc(N2CCCCC2)o1)c1cccc(F)c1	5	22	-0.5	0	-2.0	6	-5.2	0	4
O=C(CCS(=O)(=O)Cc1ccccc1)N1CCN(Cc2ccccc2)CC1	7	20	-0.4	0	0.6	0	-0.9	-3	1
COc1cc(OC)c2ccc(=O)oc2c1C(CCN1CCN(c2ccccc2)CC1)c1ccc2c(c1)OCO2 (stereo unspecified)	2	8	-0.1	30	nt	1	5.2	nt	0
CCOCC(=O)N(CC)Cc1ccccc1	3	20	0.2	19	-0.2	nt	0.3	-6	nt
CC(C)OC(=O)CSc1nnc(CNc2ccc(Cl)cc2)n1Cc1ccccc1	13	9	-0.1	1	-0.1	-6	-2.5	1	1
COc1cccc2c(=O)cc(C)n(CC(=O)Nc3ccccc3C)c12	10	-21	0.4	1	-1.9	-3	-2.2	3	-3
N#CC1=C(O)C(c2ccccc2)n2c1nc(=O)c1ccccc12 (stereo unspecified)	11	-3	0.1	3	0.9	0	-3.1	-10	-3
CN(C)CCn1c(=N)n(CC(O)c2ccc(Cl)c(Cl)c2)c2ccccc21 (stereo unspecified)	6	-50	2.2	20	-0.1	0	0.7	-7	0
COc1cc2nc(C3CCC3)n(NC(=O)COc3ccccc3)c(=O)c2cc1OC	3	34	0.8	-6	-0.9	-4	2.2	-8	1
O=C(COC(=O)CCC(=O)c1ccc(F)cc1)Nc1cccc(S(=O)(=O)N2CCCC2)c1	5	3	0.1	20	1.6	-1	1.9	-6	2
O=C(N/N=C/c1ccccc1OCc1ccccc1)c1cccs1	6	34	1.1	0	-0.5	2	1.2	-1	-4
Cc1ccc(S(=O)(=O)N2CCCN(S(=O)(=O)C3CCS(=O)(=O)C3)CC2)cc1 (stereo unspecified)	1	-15	-0.2	2	-1.0	-2	-1.1	1	-4
C=CCn1c(SCC(=O)NCCC2=CCCCC2)nc2ccc(Cl)cc2c1=O	10	-14	0.2	-1	0.6	-4	-2.7	-2	-4
Cc1cccc(NC(=O)C2CCN(c3nc(C)cc(C)n3)CC2)c1	6&10	28&11	0.3	1	0.6	0	2.0	0	3
CC1CCC2(CC1)NC(=O)N(CC(=O)NCc1cccs1)C2=O (stereo unspecified)	6	3	2.6	3	0.1	-1	0.8	7	0
CN1C(=O)NC(c2ccccc2)C2=C1CN(CCc1ccccc1)C2=O (stereo unspecified)	7	-9	0.0	0	0.3	0	-0.9	-3	-1
CCOc1ccc(N2C(=O)CN(C)C2=S)cc1	6	7	0.3	2	-0.4	0	1.7	-1	1
CCOC(=O)N1CCN(C(=O)CCC2CCCC2)CC1	6	0	0.8	8	0.3	0	-0.4	-2	4
Cc1cccc(NC(=O)C(C)n2cc([N+](=O)[O-])cn2)n1 (stereo unspecified)	5	20	21	21	0.5	1	0.3	-5	1
O=C(CCCn1c(=O)c2ccccc2n(Cc2ccccc2)c1=O)NCc1ccco1	14	19	-0.2	2	-1.2	-2	-0.7	-2	0
COC(=O)c1cc(Br)c(=O)n(CC(C)C)c1	17	9	-0.1	1	0.8	2	-2.5	-9	0
COc1ccc(-c2cn(-c3ccc(C)cc3)c(=O)n2CC(=O)Nc2ccc(OC)c(OC)c2)cc1	5	16	1.5	1	-0.9	0	0.9	-2	-2
COc1ccc(Cn2nnnc2CN2CCc3ccccc32)cc1	-6	27	-0.3	2	0.1	0	-1.5	-6	4
O=C(OCCCN=C1NS(=O)(=O)c2ccccc21)c1cccs1	2&3	2&-19	1.6	19	0.2	2	-0.3	-5	-2
COCCNC(=O)CSc1nnc2c(Cl)cc(Cl)cn12	12	3	-0.4	0	0.9	0	-0.2	-13	-3

# New compounds follow
smiles	EP2 antag	EP2 mod	L929 necroptosis	Hck-Nef inh	PERK inhibitor	Runt-CBFb FRET	TNF necrop inh	RBBP9 inhibitor	Runt-SMMHC FRET
CN(c1ccc(C(=O)Nc2ccccc2C(=O)N2CCCC2)cc1)S(C)(=O)=O	5	5	-0.1	0	-1.1	-2	-2.2	2	-9
O=C(CN1C(=O)COc2ccccc21)NCCCN1CCN(Cc2ccccc2)CC1	7	11	-1.2	6	-0.5	1	0.2	-1	1
O=C(CCC(=O)N1CCN(S(=O)(=O)c2ccc(Cl)cc2)CC1)Nc1cccc(Br)c1	13	-47	nt	4	-1.0	-4	-0.8	-4	0
COc1ccccc1-c1nc(-c2cccc(C)c2)no1	13	27	0.3	1	0.8	0	-3.3	-11	1
CSc1ccc(C(=S)N2CCN(C(c3ccccc3)c3ccccc3)CC2)cc1	6	7	-0.2	-16	-0.8	33	0.1	-13	33
COc1ccc(-c2noc(=O)[nH]2)cc1	9	9	nt	2	0.5	-1	0.1	-5	2
COc1ccc(N2CCN(C(=O)CC(NC(N)=O)c3cccc(Oc4ccccc4)c3)CC2)cc1 (stereo unspecified)	5	-8	-0.2	3	-0.7	-3	1.3	-9	-2
Cc1nnsc1NC(=O)OCc1ccc(Cl)cc1Cl	12	-38	0.2	-1	1.2	1	-5.5	-3	4
